Screening data (PubChem BioAssay)
CF NFkB block – inhibitors of cystic fibrosis induced NF-kB; KKLEB NF-kB-GFP reporter, PAF-induced, GFP fluorescence overnight; 360,000 compounds, 0.86% hits; AID 588850; inhibition, % at 5 µM;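 active = at least 50% inhibition at 5 µM, scaled per plate between neutral and stimulator controls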;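 also: PAF is a Pseudomonas aeruginosa culture filtrate used as stimulus; plate controls were PAF-stimulated DMSO wells for no effect and unstimulated DMSO wells for full effect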
Peg3 prom inh – Peg3 promoter activity inhibition | inhibition, % at 20 µM | AID 588405 | 360,000 compounds, 1.7% hits | HeLa PEG-Prom luciferase reporter, luminescence, overnight;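 active = inhibition of at least 50% at 20 µM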
NR2E3 ag-1 – agonists of human nuclear receptor NR2E3 | GST-NR2E3/biotin-RetCOR TR-FRET, 1536-well | inhibition of corepressor binding, % at 4.78 µM | 320,000 compounds, 0.12% hits | AID 2300;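 active = percent inhibition above the cutoff of mean plus 3 SD of all tested compounds, set per screening campaign, cut at about 20% in these data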;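 also: 0% = DMSO wells and 100% = biotin wells as full block of FRET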
Target sequence (Q9Y5X4 whole entry, looked up): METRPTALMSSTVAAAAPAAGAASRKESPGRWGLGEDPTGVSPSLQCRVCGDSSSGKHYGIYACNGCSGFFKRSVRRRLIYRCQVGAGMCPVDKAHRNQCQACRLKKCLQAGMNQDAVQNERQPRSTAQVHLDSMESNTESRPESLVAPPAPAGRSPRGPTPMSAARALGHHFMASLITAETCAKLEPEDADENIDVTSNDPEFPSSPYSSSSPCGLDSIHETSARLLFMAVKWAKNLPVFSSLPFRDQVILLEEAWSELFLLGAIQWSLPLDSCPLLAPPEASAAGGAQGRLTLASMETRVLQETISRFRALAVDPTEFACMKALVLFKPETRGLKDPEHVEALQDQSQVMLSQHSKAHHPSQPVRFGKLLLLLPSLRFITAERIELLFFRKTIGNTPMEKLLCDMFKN
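system = GST-tagged NR2E3 plus biotinylated RetCOR corepressor | input = 1.35 nM GST-NR2E3 | also added = 7 nM biotin-RetCOR | schedule = 5 h incubation at 4 °C | measured by = TR-FRET with europium anti-GST and streptavidin-D2, 340 nm excitation | read-out = percent loss of FRET ratio relative to control wells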
Shn3 3UTR inh – Schnurri-3 reporter inhibition in Clone20 osteoblasts | Clone20 osteoblast Shn3 3'UTR firefly luciferase, 24 h | AID 588674 | inhibition, % at 12.5 µM | 360,000 compounds, 0.52% hits;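 active = mean inhibition of at least 75% with every replicate also reaching 75%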;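 also: 0% = median of neutral control wells and 100% = pilot-screen positive control compound; some compounds past the cut are filed as inactive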
aDG glyco act – alpha-DG glycosylation activation | Pro5-aDG cells, alpha-DG glycosylation AlphaScreen (IIH6); 0% Pro5, 100% B10-LARGE cell signal | activation, % at 10 µM | 360,000 compounds, 0.22% hits;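 active = activation of at least 8% versus controls, or a plate z-score of at least 8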;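 also: Pro5 are CHO cells carrying HIG-tagged alpha-DG that lacks glycosylation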
HIF-2a inh – HIF-2a inhibition. 786-0 RCC cells HIF-2a reporter, luciferase luminescence, overnight. inhibition, % at 18.8 µM. 360,000 compounds, 0.72% hits;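 active = inhibition of the luminescence signal of 40% or more relative to plate controls, in a single-dose primary screen at 18.75 µM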
TWEAK Fn14 block – inhibitors of TWEAK-Fn14 interaction signaling | TWEAK-stimulated Fn14 reporter cells, luciferase luminescence, 8 h | 360,000 compounds, 2% hits | AID 1159606 | inhibition, % at 10 µM; in the data active = inhibition above about 50%
NR2E3 ag-2 – human photoreceptor-specific nuclear receptor agonism | inhibition of corepressor binding, % at 3.98 µM | 360,000 compounds, 0.35% hits | AID 602229 | Q9Y5X4 | CHO-S Gal4-NCOR/VP16-NR2E3 two-hybrid, luciferase;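 active = inhibition above the mean of all tested compounds plus 3 SD, cut at about 70% in these data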;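 also: 0% = DMSO with NR2E3 transfected cells and 100% = cells lacking NR2E3 construct; higher means lower luciferase signal from less NR2E3 corepressor binding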
hiPSC survival – enhancers of human iPSC single-cell survival. hiPSC single-cell survival, ATPlite luminescence; 100% = ROCK inhibitor wells, 0% = DMSO. survival enhancement, % at 20 µM. 360,000 compounds, 0.044% hits; in the data active = survival enhancement above about 18%;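 also: cells exposed to compounds for 16 hours before the ATP read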
KKLEB tox – counter-screen for CF NF-kB inhibitors: cytotoxicity. KKLEB CF airway cells viability, ATPlite luminescence, overnight; active compounds read low; cells stimulated with P. aeruginosa culture filtrate. 360,000 compounds, 0.36% hits. activity change (cytotoxicity), % at 5 µM;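 active = corrected activity change at or below -50% at 5 µM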
MITF TRPM1 inh – inhibitors of MITF-driven TRPM1 promoter in melanoma cells; SK-MEL-5 TRPM1 promoter luciferase, 24 h; inhibition, % at 12.5 µM; 330,000 compounds, 0.83% hits; AID 488899;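 active = mean inhibition across replicates of 60% or more, whatever share of single replicates reaches that level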; also: values of inactives mirror those of a sister screen read the other way
* = called active by the depositor; . = no result given.

cpd	molecule	MITF TRPM1 inh	NR2E3 ag-1	Shn3 3UTR inh	CF NFkB block	HIF-2a inh	TWEAK Fn14 block	KKLEB tox	Peg3 prom inh	aDG glyco act	hiPSC survival	NR2E3 ag-2
1	CCn1cc(C(C)NC(=O)Nc2ccc3c(c2)OCO3)c(C)n1 (stereo not drawn)	2	-2	-1	-8	-27	0	-4	-14	-0.3	0.0	-6
2	CC(=O)c1ccc(N2CCN(c3ccccc3O)CC2)c([N+](=O)[O-])c1	-6	2	78	-14	-69	-14	8	-63	1.0	-0.3	35
3	CCOC(=O)C1(CCOC)CCN(Cc2nc(-c3cccs3)oc2C)CC1	13	-1	17	-1	12	12	9	-9	0.2	-1.2	-2
4	O=C(COC(=O)c1ccco1)NCCc1ccc(Cl)cc1	9	4	14	2	5	-15	-5	6	0.0	3.4	-17
5	CN1CCN(C(=O)c2ccc3c(c2)N(Cc2ccc(Cl)cc2)C(=O)c2ccccc2S3=O)CC1 (stereo not drawn)	9	1	-36	-14	2	-3	19	-5	0.3	-2.1	2
6	CC(=O)Oc1ccc(/C=C(\NC(=O)c2ccco2)C(=O)NCc2ccco2)cc1	3	2	-8	-7	14	24	5	0	0.0	4.9	-3
7	CCC(=O)c1ccc(O)c(CC=C(C)C)c1	2	2	-6	57*	20	43	-8	-3	0.5	11	-40
8	CCOc1ccccc1C1C(C#N)=C(N)Oc2n[nH]c(CC)c21 (stereo not drawn)	9	-2	-2	0	20	-1	-4	9	0.0	1.1	4
9	Cc1ccnc(NC(=O)COc2ccccc2[N+](=O)[O-])c1	-20	.	10	-19	-45	51*	-3	-125	-0.3	-4.4	-157
10	Cc1ccc(C(=O)NC(=S)Nc2ccc(N3CCOCC3)cc2)c(C)c1	12	-3	35	-27	-24	-18	1	1	0.6	-1.6	-2
11	O=C(CCN1C(=O)c2ccncc2C1=O)NCc1ccc(Cl)cc1	1	0	1	11	13	1	-8	-11	-0.1	6.4	-14
12	COc1ccc(S(=O)(=O)N/N=C\c2ccc([N+](=O)[O-])o2)c(OC)c1	15	-3	0	-19	-2	-15	15	25	0.1	-0.3	2
13	CC(Sc1nnc2ccccn12)C(=O)NCc1ccc2c(c1)OCO2 (stereo not drawn)	6	0	2	-15	13	-7	12	15	0.4	5.1	0
14	CC1CCC(NC(=O)c2ccc(CS(=O)(=O)Cc3ccccc3F)o2)CC1 (stereo not drawn)	-3	6	2	1	-9	-4	3	13	0.1	7.5	4
15	O=C(NCc1cccc(Cl)c1)c1ccc(S(=O)(=O)N2CCCCC2)cc1	.	.	11	3	5	-22	3	11	0.2	-0.1	-39
16	COc1cc(C(=O)NNC(=O)c2cc(=O)[nH]c3ccccc23)cc(OC)c1OC	-5	4	-24	13	7	-6	0	-6	0.0	1.3	13
17	COc1ccccc1N1CCN(C2CCCN(C(=O)c3ccoc3)C2)CC1 (stereo not drawn)	-7	0	-7	10	2	0	3	-9	-0.3	-0.3	-6
18	CCc1ccc(-n2nnnc2SCC(=O)Nc2ccc(NC(C)=O)cc2)cc1	0	-2	0	-19	-8	-14	9	-20	-0.1	0.2	-36
19	Cc1ccc(S(=O)(=O)N2C[C@H]3[C@H]4C(=O)N(c5ccccc5)C(=O)[C@H]4C[C@H](OC(=O)Nc4cccs4)[C@@]3(O)C2)cc1	.	.	-37	22	8	1	-5	5	0.0	-1.1	23
20	CCN(CC)CCNC(=O)c1ccc(NC(=O)Cc2cccc3ccccc23)cc1	-7	1	13	16	6	-17	-2	17	0.0	-0.4	-11
21	CCOc1ccc(N(CC(=O)Nc2ccccc2OC)S(=O)(=O)c2ccccc2)cc1	32	.	-31	33	21	-14	-10	8	-0.1	-0.4	-3
22	Cc1cccc(Oc2cc(NC(=O)Cn3cnc([N+](=O)[O-])n3)cc([N+](=O)[O-])c2)c1	19	-1	-20	0	21	26	-10	26	0.5	0.3	-22
23	COc1ccccc1CNC(=O)COC(=O)C1CCN(S(=O)(=O)c2ccccc2)CC1	3	3	-17	7	19	3	-2	4	-0.1	-0.2	22
24	COc1ccc(CC(=O)N2CCN(c3cccc(C)c3C)CC2)cc1	-9	6	-13	0	-41	-2	6	-16	0.0	-0.7	-27
25	CC(=O)C1=C(O)C(=O)N(CCC(=O)O)C1c1ccc(Cl)cc1Cl (stereo not drawn)	4	6	-6	17	8	-12	1	-19	-0.1	0.1	-5
26	OCCC1CN(Cc2cccc(O)c2)CCN1CCc1ccccc1 (stereo not drawn)	9	2	3	3	11	16	2	6	-0.2	-1.7	12
27	O=C(CSc1nc(-c2ccccc2)cs1)NC(=O)NCc1ccco1	-11	4	-3	2	-24	16	-4	6	0.1	3.8	-15
28	C/C=C/c1ccc(Oc2nnnn2-c2ccc(C(N)=O)cc2)c(OC)c1	26	-1	0	-16	9	-14	0	6	1.3	-1.5	0
29	O=C(O)/C=C\C(=O)Nc1ccc(OC(F)F)cc1	1	-4	-15	-2	6	-8	11	13	-0.5	-1.6	3
30	O=S(=O)(Cc1ccccc1)NCC1CCCN(Cc2cccc3nonc23)C1 (stereo not drawn)	-26	6	-1	11	6	-1	6	18	-0.1	-3.1	5
31	CCn1cc(C(=O)Nc2cccc(NC(C)=O)c2)c2cc(OC)c(OC)cc2c1=O	5	-1	18	-14	8	5	6	4	-0.4	3.2	2
32	CC1CCCCN1CCNC(=O)CN1C(=O)CSc2ccc(S(=O)(=O)N3CCCCC3)cc21 (stereo not drawn)	-5	-1	-5	-1	0	-4	-8	-12	-0.1	-0.4	-29
33	CC(=O)NS(=O)(=O)c1ccc(NC(=S)NC(=O)C(C)(C)C)cc1	8	4	7	5	1	10	2	9	0.2	-0.3	-12
34	COc1ccc(CC(=O)Nc2cc(S(C)(=O)=O)ccc2Cl)cc1S(=O)(=O)N1CCOCC1	-3	.	-9	-3	14	-3	12	-2	-0.1	-0.9	-12
35	CSc1ccccc1NC(=O)COC(=O)CCc1ccccc1	5	-1	-3	-5	10	0	14	0	0.1	-0.3	-11
36	Cc1nc2sc(C(c3cccs3)N3CC(C)CC(C)C3)c(O)n2n1 (stereo not drawn)	.	3	-8	23	-1	15	7	8	-0.2	-2.0	-24
37	O=C(NCCN1CCNC1=O)c1ccc2sc([C@@H]3O[C@H](CO)[C@H](O)[C@H](O)[C@H]3O)nc2c1	.	.	0	-5	5	-16	-7	-19	0.0	2.0	14
38	CCCS(=O)(=O)N1CCN(C(=O)c2ccco2)CC1	2	1	9	10	4	77*	-2	10	0.0	2.5	3
39	Cc1noc(C)c1S(=O)(=O)Nc1ccc2c(c1)C(=O)N([C@H](C)CO)C[C@H](C)[C@H](CN(C)S(=O)(=O)c1ccc(Cl)cc1)OCCCC[C@@H](C)O2	.	.	12	-6	0	5	1	31	-0.1	-1.0	-18
40	CC(C)c1ccc(OCC(=O)Nc2ccncc2)cc1	-10	0	-9	-5	-24	3	10	-8	-0.1	-0.5	-9
41	c1ccc2oc(-c3ccn[nH]3)cc2c1	-50	1	-48	0	-249	-3	4	-232	0.0	-0.5	-65
42	COc1cccc(CN2CCC(Oc3ccc(C(=O)NCc4ccccn4)cc3)CC2)c1O	14	.	14	-19	5	14	9	20	-0.4	-0.5	12
43	CCOC(=O)CSc1nnc(CSc2nc3sc4c(c3c(=O)[nH]2)CCCC4)n1-c1ccccc1	5	1	-10	22	6	-12	4	4	0.0	-0.3	-31
44	Cc1noc(C)c1S(=O)(=O)N(C)C[C@H]1Oc2c(NC(=O)Nc3ccc(C(F)(F)F)cc3)cccc2C(=O)N([C@H](C)CO)C[C@@H]1C	10	.	32	17	-39	16	-1	3	0.0	1.3	-5
45	CSc1cccc(NC(=S)N2CCCN(Cc3cccc(Cl)c3)C2)c1	1	1	-10	5	1	-5	-2	39	1.0	-0.6	-24
46	CC(C)CC(c1nnnn1C1CCCCC1)N1CCN(C(=O)c2ccco2)CC1 (stereo not drawn)	-8	-1	-34	2	18	-5	6	13	0.0	0.2	-3
47	COc1ccc(Cl)cc1NC(=O)CCS(=O)(=O)c1ccc(C)cc1	13	3	-4	-7	17	15	-17	17	0.2	-0.7	11
48	CC(Oc1ccc(Cl)cc1C(N)=O)C(=O)N1CCc2ccccc21 (stereo not drawn)	2	.	-13	21	-32	6	-19	-17	0.1	0.2	-6
49	O=C(Nc1ccc2c(c1)OCCO2)C1c2ccccc2OCC(=O)N1C1CC1 (stereo not drawn)	.	.	.	.	0	4	.	.	-0.1	-0.4	-4
50	C[C@H](CO)N1C[C@H](C)[C@@H](CN(C)S(=O)(=O)c2cccs2)Oc2ccc(NC(=O)CCC(F)(F)F)cc2C1=O	8	.	1	-9	0	-27	-2	-2	0.1	0.4	18
51	NC(=O)c1ccccc1OCC(=O)N1CCCc2ccccc21	-14	1	0	3	-104	1	-2	-246	0.1	0.3	-25
52	Fc1ccccc1/C=N/n1c(C2CCCCC2)n[nH]c1=S	1	-1	3	-3	7	-53	-13	10	0.0	0.6	-10
53	CC(=O)c1ccc(NC(=O)C2CC(c3ccc(F)cc3)=NO2)cc1 (stereo not drawn)	6	0	9	-29	-6	21	4	-21	0.3	-1.7	0
54	CC[C@H](C)C(C(=O)N1CCN(C(=O)OC(C)(C)C)CC1)n1cc(C(Cc2ccc(O)cc2)NC(=O)OC(C)(C)C)nn1 (stereo partly drawn)	16	2	-31	-5	24	11	2	44	-0.4	1.2	10
55	Oc1ccc(Cl)cc1C=NCCc1ccccc1	-7	-3	-11	1	-58	3	10	-42	0.0	-0.5	-15
56	O=C(COc1ccc2c(c1)OCO2)Nc1nnc(Cc2ccccc2)s1	10	5	2	-13	8	25	1	2	-0.2	-0.4	-23
57	COc1ccccc1Cn1c(=S)[nH]c2cc(C(=O)N3CCCC(C)C3)ccc2c1=O (stereo not drawn)	.	.	10	16	-9	7	-8	-7	0.1	2.7	16
58	COc1ccc(CCNC(=O)CSc2nc3cc(Cl)ccc3o2)cc1OC	10	-1	6	1	14	14	7	10	1.5	0.3	-9
59	CSCCC(NC(=O)c1ccco1)C(=O)N(C)CC(=O)Nc1ccccc1Br (stereo not drawn)	5	.	-15	-2	15	7	24	-2	0.2	-0.3	-10
60	O=C(CN(C(=O)C1CSC(=O)C1)c1cccc(F)c1)NCc1ccc2c(c1)OCO2 (stereo not drawn)	.	4	0	-10	12	9	2	4	0.0	0.3	20
61	O=C(O)c1cc(NCc2ccc3c(c2)OCO3)ccc1N1CCOCC1	-2	2	0	6	17	-3	5	10	-0.2	-0.5	12
